# XBP1 UPR activ = adaptive UPR (XBP1) activation; activation, % at 20 µM; AID 463104; CHO-XBP1 luciferase reporter, IRE1-XBP1 UPR activation, luminescence; percent of tunicamycin response, DMSO as zero; 330,000 compounds, 0.33% hits;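 active means versus positive control, 20 µM dose yields 30% or more activation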;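 further: 100% = tunicamycin at 10 µg/mL and 0% = DMSO only wells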
#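 Material: CHO cell line with stable XBP1 luciferase reporter; schedule: 16-18 h cell attachment at 37 °C, then 6 h compound exposure; signal: glow luminescence from Steady-Glo reagent; medium: serum-containing F12 medium, 10% FBS; benchmarks: tunicamycin 10 µg/mL and vehicle-only wells; read-out: percent activation relative to tunicamycin reference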
# 697 NFkB inh = lowers PMA/ionomycin-induced NF-kB signal in 697 B cells; 697 B-cell NF-kB luciferase reporter, 16 h; inhibition, % at 4 µM; 330,000 compounds, 0.33% hits; AID 435022; in the data active means inhibition above about 35%
# Jurkat NFkB inh = lowers PMA/ionomycin-induced NF-kB signal in Jurkat cells | PMA/ionomycin-induced NF-kB luciferase reporter, luminescence | inhibition, % at 4 µM | 330,000 compounds, 0.53% hits; in the data active means inhibition above about 50%
# APJ antagonist = APJ receptor antagonism | P35414 | CHO-K1 APJ beta-arrestin complementation, luminescence | inhibition, % at 20 µM | 330,000 compounds, 0.32% hits;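 active means inhibition above about 40% at 20 µM, limit read from the data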;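 further: cells challenged with 10 nM apelin-13 agonist together with compound; plate controls were apelin-13 plus DMSO wells for no effect and DMSO wells lacking apelin-13 for full effect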
# APJ agonist = agonists of human APJ apelin receptor. P35414. activation, % at 20 µM. CHO-K1 APJ PathHunter beta-arrestin, luminescence; 0% DMSO wells, 100% apelin. 330,000 compounds, 0.11% hits;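 active means activation more than six SD over the plate average, tested at 20 µM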;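 further: 0% = DMSO alone and 100% = apelin-13 at 10 nM; some results filed as inactive read as strong as hits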
#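 Assay system: CHO-K1 APJ beta-arrestin complementation cell line / Compound: single test compound dose, 20 µM final, 1% DMSO / Times: overnight seeding, 90 min compound at 25 °C, 1 h detection / Technique: beta-gal luminescence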
# Mdm2 MdmX PPI = inhibitors of human Mdm2/MdmX interaction; AID 485346; inhibition, % at 8 µM; 330,000 compounds, 3% hits; SaOS-2 split-luciferase Mdm2/MdmX complementation, luminescence;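 active means inhibition of at least 50% at 8 µM in the primary screen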
# Target sequence (O15151 whole entry, looked up): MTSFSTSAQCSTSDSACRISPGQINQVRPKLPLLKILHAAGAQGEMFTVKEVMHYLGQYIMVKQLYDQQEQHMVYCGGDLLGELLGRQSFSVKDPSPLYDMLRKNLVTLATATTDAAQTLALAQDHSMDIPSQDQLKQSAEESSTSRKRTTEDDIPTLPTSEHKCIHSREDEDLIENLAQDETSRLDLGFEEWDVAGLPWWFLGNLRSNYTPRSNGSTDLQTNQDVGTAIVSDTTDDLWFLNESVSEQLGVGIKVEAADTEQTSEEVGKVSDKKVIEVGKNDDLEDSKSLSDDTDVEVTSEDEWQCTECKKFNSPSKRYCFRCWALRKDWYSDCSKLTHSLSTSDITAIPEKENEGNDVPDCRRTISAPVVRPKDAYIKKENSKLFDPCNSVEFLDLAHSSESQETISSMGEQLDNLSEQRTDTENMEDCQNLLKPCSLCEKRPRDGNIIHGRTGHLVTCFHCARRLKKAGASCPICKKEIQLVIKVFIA
# Target sequence (Q00987 whole entry, looked up): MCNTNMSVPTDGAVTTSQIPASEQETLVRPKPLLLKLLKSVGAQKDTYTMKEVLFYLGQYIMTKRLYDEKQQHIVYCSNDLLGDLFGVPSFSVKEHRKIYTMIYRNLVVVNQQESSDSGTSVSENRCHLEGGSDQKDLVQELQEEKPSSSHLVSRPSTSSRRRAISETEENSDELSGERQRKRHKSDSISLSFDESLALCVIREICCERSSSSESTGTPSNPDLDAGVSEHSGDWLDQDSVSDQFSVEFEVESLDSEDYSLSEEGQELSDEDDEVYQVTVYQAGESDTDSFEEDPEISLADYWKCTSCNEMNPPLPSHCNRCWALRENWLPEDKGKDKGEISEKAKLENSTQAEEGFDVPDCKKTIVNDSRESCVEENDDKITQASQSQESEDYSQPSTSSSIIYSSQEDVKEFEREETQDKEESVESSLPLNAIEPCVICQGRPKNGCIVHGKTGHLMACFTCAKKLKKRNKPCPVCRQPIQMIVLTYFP
# CHOP UPR activ = activators of apoptotic arm of unfolded protein response (CHOP); activation, % at 10 µM; 330,000 compounds, 0.34% hits; AID 449763; CHO-CHOP luciferase reporter, UPR activation, luminescence; percent of tunicamycin response over DMSO baseline;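 active means at 10 µM dose, activation of 40% or more, normalized to positive control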;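 further: 100% = tunicamycin at 10 µg/mL and 0% = DMSO alone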
#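 Test system: CHO-CHOP cells, stable luciferase reporter of PERK-eIF2a-CHOP signalling | Quantity: 500 CHO-CHOP cells per well | Buffer or medium: F12 plus 10% serum | Compound dosing: 10 µM single point, 0.5% DMSO | Schedule: 6 h compound treatment, 37 °C | Signal: Luciferase luminescence | Control set: Tunicamycin high control, DMSO low control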
# tim23-1 inh = inhibits growth of tim23-1 mutant yeast. S. cerevisiae tim23-1 growth, BacTiter-Glo luminescence, 24 h. inhibition, % at 20 µM. 330,000 compounds, 1.3% hits. AID 463212;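 active means growth inhibition of the mutant yeast at or above 50%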;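 further: temperature-sensitive mutant grown at 25 °C; plate controls were DMSO-treated mutant yeast for no effect and medium wells lacking yeast for full effect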
# The depositor's hits bear a star.
# Results follow in this order: Mdm2 MdmX PPI	APJ antagonist	APJ agonist	tim23-1 inh	CHOP UPR activ	697 NFkB inh	XBP1 UPR activ	Jurkat NFkB inh
- CC1(/[N+]([O-])=C/c2cccc(Cl)c2)CCCCC1=O (configuration not stated)
 : 18	-22	-1	3	1.5	16	-1	2
- O=C(O)c1ccc(COc2c(F)c(F)c(F)c(F)c2F)o1
 : 13	7	-4	2	-1.2	-1	0	3
- c1ccc(Cn2ncc3c(Nc4ccccc4)ncnc32)cc1
 : 6	19	-5	29	0.6	20	0	-2
- CCC(CC)c1nnc(NS(=O)(=O)Cc2ccccc2)s1
 : -5	-6	1	4	-0.2	-17	-5	7
- C[C@H](NC(=O)N1CCn2c1nc1ccccc12)C(=O)NCc1ccccc1
 : 13	14	-2	26	-0.4	13	-5	0
- Cc1ccc(OCc2n[nH]c(=S)n2-c2ccccc2)cc1C
 : -2	1	-2	8	0.1	-18	-3	-1
- Cc1cc(O)c(C(=O)/C=C/c2ccccc2O)c(=O)o1
 : -4	3	-2	5	8.4	5	-1	13
- CCN(Cc1ccccc1)S(=O)(=O)c1c[nH]c(C(=O)OC)c1
 : 12	12	-4	17	-1.4	7	-4	18
- COC(=O)c1cc(S(=O)(=O)NCCc2sccc2C)c[nH]1
 : 15	16	-1	8	0.7	-7	-9	7
- CC1(C)OC(=O)C(=CNc2cccc(O)c2)C(=O)O1
 : 7	17	2	-5	3.4	1	3	1
- CSc1oc(-c2ccccc2)nc1S(=O)(=O)c1ccc(C)cc1
 : 18	7	0	8	-1.5	3	-3	-6
- Cn1c(-c2cnn(-c3ccccc3)c2N)n[nH]c1=S
 : 1	6	-3	9	-1.3	6	5	7
- Cc1cc(NC(=O)CCC(=O)N(Cc2ccco2)C2(C(=O)NC3CCCC3)CCCCC2C)no1 (configuration not stated)
 : 5	5	-3	14	-1.1	3	-2	-11
- CN(C(=O)CCc1nnc(Cc2ccc(-c3ccccc3)cc2)o1)C1CCOCC1
 : -8	0	-4	12	-0.2	-6	-1	8
- CC1CCN(C(=O)COC(=O)C2CCN(S(=O)(=O)c3c(Cl)cccc3Cl)CC2)CC1
 : 19	10	-1	12	-0.6	-13	-2	-4
- O=C(CSc1nc2ccccc2n1CC(=O)N1CCCC1)Nc1ccc2c(c1)OCO2
 : 6	-11	2	21	1.1	7	0	-3
- N#Cc1ccccc1S(=O)(=O)N1CCN(C(=O)[C@H](Cc2ccccc2)NC(=O)c2ccco2)CC1
 : 25	0	-1	9	-1.5	13	-2	-6
- CCc1nc(N)c(C#N)c(-c2ccc(O)c(OC)c2)c1C
 : 17	12	-3	5	-1.3	-13	4	8
- CCC(Sc1nc(C)cc(=O)[nH]1)C(=O)Nc1sc2c(c1C#N)CCCC2 (configuration not stated)
 : -24	6	2	18	0.5	3	0	-2
- CN1/C(=C\C(=S)NC(=O)c2cccc(Br)c2)C(C)(C)c2ccccc21
 : 16	20	-3	36	-0.2	-11	1	31
- C[C@H](CO)N1C[C@H](C)[C@@H](CN(C)S(=O)(=O)c2cccs2)Oc2ccc(NC(=O)c3ccncc3)cc2C1=O
 : 3	5	-2	0	-0.6	20	1	0
- Cc1ccc(C(=O)CCC(=O)OCc2nnc(-c3ccccc3)o2)cc1
 : -6	2	-4	19	1.4	-11	2	-12
- CC12CCC(C(=O)NCCCN3CCOCC3)(OC1=O)C2(C)C (configuration not stated)
 : 9	2	-1	3	-0.9	-7	2	6
- C/C(=N/NC(=O)c1sc(NS(=O)(=O)c2ccc(C)cc2)nc1C)c1sc(N)nc1C
 : -28	-6	4	12	-0.8	-20	3	2
- COc1cc(C2C(C(=O)c3cccs3)=C(O)C(=O)N2CCN2CCOCC2)cc(OC)c1OC (configuration not stated)
 : 12	6	-1	6	0.7	21	-3	3
- NC(=O)C1CCN(C(=O)c2cc(S(=O)(=O)N3CCOCC3)c(Cl)cc2Cl)CC1
 : -17	17	0	-7	-3.2	-5	1	-5
- COC(=O)c1c(C(=O)OC)c(-c2ccc(F)cc2)n2c1CS(=O)C2 (configuration not stated)
 : 21	22	-2	17	1.6	10	-4	-11
- CC1(C)Cc2c(c(-c3ccccc3)nc(N3CCCC3)c2C(N)=O)CO1
 : -20	1	-2	16	1.8	10	-2	13
- COc1ccc(C(CNC(=O)c2ccc(S(=O)(=O)N(C)C)cc2)N2CCCC2)cc1 (configuration not stated)
 : 11	14	-4	2	-0.8	11	-1	-3
- NNC(=O)Nc1cccc(C(F)(F)F)c1
 : -14	2	-8	22	-0.7	16	-2	11

# Some of the entries so far, as labelled records.
CCC(Sc1nc(C)cc(=O)[nH]1)C(=O)Nc1sc2c(c1C#N)CCCC2 (configuration not stated)
  Mdm2 MdmX PPI: -24 | APJ antagonist: 6 | APJ agonist: 2 | tim23-1 inh: 18 | CHOP UPR activ: 0.5 | 697 NFkB inh: 3 | XBP1 UPR activ: 0 | Jurkat NFkB inh: -2

CN1/C(=C\C(=S)NC(=O)c2cccc(Br)c2)C(C)(C)c2ccccc21
  Mdm2 MdmX PPI: 16 | APJ antagonist: 20 | APJ agonist: -3 | tim23-1 inh: 36 | CHOP UPR activ: -0.2 | 697 NFkB inh: -11 | XBP1 UPR activ: 1 | Jurkat NFkB inh: 31

C[C@H](CO)N1C[C@H](C)[C@@H](CN(C)S(=O)(=O)c2cccs2)Oc2ccc(NC(=O)c3ccncc3)cc2C1=O
  Mdm2 MdmX PPI: 3 | APJ antagonist: 5 | APJ agonist: -2 | tim23-1 inh: 0 | CHOP UPR activ: -0.6 | 697 NFkB inh: 20 | XBP1 UPR activ: 1 | Jurkat NFkB inh: 0

Cc1ccc(C(=O)CCC(=O)OCc2nnc(-c3ccccc3)o2)cc1
  Mdm2 MdmX PPI: -6 | APJ antagonist: 2 | APJ agonist: -4 | tim23-1 inh: 19 | CHOP UPR activ: 1.4 | 697 NFkB inh: -11 | XBP1 UPR activ: 2 | Jurkat NFkB inh: -12

# Further records follow:
# Results follow in this order: Mdm2 MdmX PPI	APJ antagonist	APJ agonist	tim23-1 inh	CHOP UPR activ	697 NFkB inh	XBP1 UPR activ	Jurkat NFkB inh
- O=C(O)CSCC(=O)Nc1ccccn1
 : -24	8	2	2	0.7	5	-2	3
- CCCCCCCCC(=O)N/N=C(\C)c1ccco1
 : -15	11	-2	10	2.7	22	1	-3
- COc1ccc(-n2nc(C(=O)NCC(=O)NC3CCCCC3)c3ccccc3c2=O)c(OC)c1
 : 26	5	-3	9	1.7	10	-6	-14
- CC(=O)N1CCN2C(=O)C1CCCC(=O)c1cc(C)ccc12 (configuration not stated)
 : 18	6	-2	-20	-0.3	16	-2	10
- OCCCn1c(C2CCCN2c2nc(-c3ccc(Cl)cc3)cs2)nc2cc(Cl)c(N3CCCCC3)cc21 (configuration not stated)
 : 73*	9	-6	3	88*	13	122*	8
- O=C(/C=C/Nc1cccc(C(F)(F)F)c1)c1ccco1
 : -12	0	-4	10	4.0	-25	0	-64
- CCOc1ccccc1-c1nc(-c2cc3ccc(C)cc3[nH]c2=O)no1
 : 16	-37	2	15	-1.4	6	6	11
- COC(=O)C1CCN(C(=O)/C=C/c2ccccc2)CC1
 : -21	13	-2	6	2.3	-69	0	-34
- COc1ccc(CNC(=O)COc2cccnc2[N+](=O)[O-])cc1
 : -6	18	-1	3	1.0	12	-3	12
- COC(=O)c1c(-c2ccc(S(C)(=O)=O)cc2)sc2ccc(OC)cc12
 : -145	15	-3	52*	6.6	-127	4	-5
- O=C(c1c(F)cccc1F)N(Cc1ccccn1)C1CCCC1
 : -15	-1	-2	18	0.4	-8	0	-4
- O=C(NCCCn1ccnc1)c1sc2cccc(F)c2c1Cl
 : 12	15	-3	0	-0.1	-6	-2	10
- COc1ccc(CSc2nnnn2Cc2ccccc2)cc1OC
 : 6	11	-2	19	-1.4	4	0	10
- Cn1c(=NC(=O)c2cccc([N+](=O)[O-])c2)sc2ccccc21
 : 47	-2	-2	7	18	-183	6	-260
- CC(C)Oc1ccc(S(=O)(=O)N(C(C)C)C(C)C)cn1
 : 11	-1	-2	12	0.0	6	-3	6

# By substructure: the entries above containing a nitro group on carbon.
# Results follow in this order: Mdm2 MdmX PPI	APJ antagonist	APJ agonist	tim23-1 inh	CHOP UPR activ	697 NFkB inh	XBP1 UPR activ	Jurkat NFkB inh
- COc1ccc(CNC(=O)COc2cccnc2[N+](=O)[O-])cc1
 : -6	18	-1	3	1.0	12	-3	12
- Cn1c(=NC(=O)c2cccc([N+](=O)[O-])c2)sc2ccccc21
 : 47	-2	-2	7	18	-183	6	-260

# Carrying on.
# Results follow in this order: Mdm2 MdmX PPI	APJ antagonist	APJ agonist	tim23-1 inh	CHOP UPR activ	697 NFkB inh	XBP1 UPR activ	Jurkat NFkB inh
- CC(O)c1nc2ccccc2n1C/C=C/c1ccccc1 (configuration not stated)
 : 3	-2	-3	11	-2.7	6	0	-5
- Cc1ccc2ncnc(Nc3ccc(C)c(C)c3)c2c1
 : 33	5	3	20	1.0	-14	0	-10
- COc1ccc2[nH]c3c(N4CC(C)OC(C)C4)ncnc3c2c1 (configuration not stated)
 : 27	-13	-7	14	-0.4	30	2	6
- COCCn1c(CN2CCN(c3ccccc3)CC2)nc2c1c(=O)n(C)c(=O)n2C
 : 25	6	-3	14	-0.2	-5	-2	-3
- COc1ccc(C(=O)NNC(=O)OC(C)(C)C)cc1
 : -53	7	6	19	0.0	-7	2	-10
- O=C(CCCC(=O)N1CCN(c2ccccc2F)CC1)c1ccccc1
 : -91	-58	-4	9	1.2	-2	0	-42
- COC(=O)c1sc(-c2ccc(Cl)cc2)cc1NC(=O)c1ccccc1C(=O)O
 : -25	14	-1	27	3.0	1	0	-3
- Cc1ccc(-c2nc(N)n(C(=O)c3ccco3)n2)cc1
 : 29	19	1	0	1.9	36*	0	-20
- COC(=O)c1[nH]c2c(c1C)C(=O)CC(c1cc(OC)ccc1OC)C2 (configuration not stated)
 : 48	-11	-1	11	-1.8	-27	1	61*
- COc1cc2c(cc1OC)CN(C(=O)c1sccc1C)CC2
 : 20	4	-5	-17	3.7	3	3	-18
- CCCCCCCNC(=O)COc1ccc2c(c1)C(=O)CC(C)(C)O2
 : 16	12	0	47	-1.1	5	2	-4
- O=C(NN=C1CCCC1)C1COc2ccccc2O1 (configuration not stated)
 : 23	0	-1	8	-1.4	14	-1	9
- COc1ccc(N(C(=O)c2cccnc2)S(=O)(=O)c2ccc3c4c(cccc24)C(=O)N3C)cc1
 : 29	-18	1	43	0.9	14	-1	0
- COc1ccc(S(=O)(=O)N2CCOC2CNC(=O)C(=O)NCc2ccc3c(c2)OCO3)cc1OC (configuration not stated)
 : 23	-13	-1	-16	0.9	0	-2	-21
- COc1ccc(-c2cccc(NC(=O)c3ccco3)c2)nn1
 : 0	0	2	16	-0.4	-7	-7	4
- CN1CCN(c2nc(-c3ccc(Cl)cc3Cl)nc3ccccc23)CC1
 : 23	2	-2	24	0.2	-2	-1	-15
- CCOCCCNC(=O)Cn1cnc2c(cnn2-c2ccc(C)c(C)c2)c1=O
 : 12	10	-1	3	3.3	-12	-4	1
- CCCCNC(=O)c1cn(C)c2ccc(S(=O)(=O)N3CC(C)CC(C)C3)cc2c1=O (configuration not stated)
 : 26	-2	4	6	-0.1	0	-6	26

# Screening data from PubChem.

# An unsorted share of the library, and some 5% of all compounds hit somewhere here.
